# Bioassay records from PubChem BioAssay.
# SRC3 TRFRET art = TR-FRET artefact, counter-screen to PPARgamma/SRC-3 agonist assay | PPARgamma/SRC-3 format; active compounds read high | TR-FRET ratio at 8 µM | 0.39% of 99,000 active | AID 1048; in the data active = TR-FRET ratio above about 2000; note: inactives centre near 1600; reference of the scale not given here
# SRC1 TRFRET art = TR-FRET artefact, counter-screen to PPARgamma/SRC-1 agonist assay. TR-FRET detection artefact counter-screen, emission ratio; active compounds read high. 0.34% of 99,000 active. TR-FRET ratio at 8 µM. AID 1051; in the data active = TR-FRET ratio above about 2300; note: inactives centre near 1800; reference of the scale not given here
# * marks the source's active call; other numbers are inactive results. This is a subset (hit frequency here may not be typical).
# Under each structure – SRC3 TRFRET art | SRC1 TRFRET art
- CO/N=C/CC(=O)c1ccc(-c2ccccc2)cc1
    1370 | 1633
- CC(OC(=O)c1cccc(S(=O)(=O)Nc2ccccc2F)c1)C(=O)NCc1ccc2c(c1)OCO2 (centres undefined)
    1781 | 1842
- NNC(=O)COc1ccccc1[N+](=O)[O-]
    1586 | 1735
- CCCN1CCN(C(=O)c2cc(COc3ccc4ncccc4c3)on2)CC1
    1672 | 1796
- CCCS(=O)(=O)N1CCC(C(=O)NCc2ccc(F)cc2)CC1
    1418 | 1484
- CCN(CC(=O)NCc1ccc(F)cc1)Cc1cc(=O)n2ccsc2n1
    1462 | 1728
- COc1cc(/C=N/NC(=O)c2[nH]nc3c2CCc2ccccc2-3)ccc1O
    1760 | 1832
- COc1ccccc1/C=C/C=N/NC(=O)c1ccc2nc[nH]c2c1
    1948 | 1785
- O=C(CSc1cccc[n+]1[O-])Nc1cc([N+](=O)[O-])ccc1Cl
    1525 | 1788
- Cc1ccc(-c2cnc3c(Cl)c(C)nn3c2)cc1
    1771 | 1960
- CCOC(=O)N/N=C\C=C\c1ccco1
    1603 | 1909
- COc1cc2c(cc1OC)C(c1ccco1)CC(=O)N2 (centres undefined)
    1665 | 1796
- CCc1c(C)sc(NC(=S)N2CC(C)OC(C)C2)c1C(=O)OC (centres undefined)
    1786 | 1640
- Cc1ccc(C(OCC(O)CNC(C)c2ccccc2)c2ccccc2)cc1 (centres undefined)
    1247 | 1777
- COc1ccc(/C=N\NC(=O)COc2ccccc2)c(C(=O)O)c1OC
    1731 | 1821
- CC1(C)C2CC=C(/C=N/NC(=O)c3ccccc3Br)C1C2 (centres undefined)
    1742 | 1910
- Cc1ccccc1NC(=O)CSCCN1C(=O)c2ccccc2C1=O
    1581 | 1645
- O=C(NC(NNc1ccc([N+](=O)[O-])cc1)(C(F)(F)F)C(F)(F)F)c1ccc(F)cc1
    1515 | 1762
- O=c1[nH][nH]cc1C=Nc1ccc(Cl)cc1Cl
    1609 | 2055
- O=C(O)c1ccc2c(c1)C(=O)N(c1ccccc1-c1ccccc1)C2=O
    1552 | 1936
- CC(=O)n1cc([C@H]2C=C(C(=O)O)O[C@@H](OCCCCO)C2)c2ccccc21
    1498 | 1945
- CC(C)CSC1=NSC2=NC(=O)/C(=C\c3coc4ccccc4c3=O)C(=N)N12
    1817 | 1912
- CCOC(=O)c1ccc(NC(=S)NCCCn2ccnc2)cc1
    1588 | 1804
- CN(C)CCNC(=S)NC1CCCCC1
    1644 | 1704
- Cc1nc(OCc2c(C)noc2C)c2ccccc2n1
    1622 | 1581
- O=C(/C(Cl)=C/Nc1ccc(Br)cn1)C(F)(F)F
    1409 | 1710
- O=C1OC(Cc2ccccn2)C(O)=C1C1=NCCCN1 (centres undefined)
    1543 | 2093
- Cc1ccc(S(=O)(=O)Nc2ccc(Cl)cc2C(=O)c2ccccc2)cc1
    1343 | 1917
- O=C(COC(=O)c1ccc([N+](=O)[O-])s1)NC(c1ccccc1)c1ccccc1
    1531 | 1624
- Cc1ccc(C(=O)NCCNc2nc3cc(C)c(C)cc3cc2C)cc1
    1666 | 1857
- C=CCSc1nnc(NC(=O)Cn2cnc3c2c(=O)n(C)c(=O)n3C)s1
    1558 | 1835
- CN(C)S(=O)(=O)Oc1ccccc1C(=O)Nc1ccccc1Cl
    1590 | 1857
- COc1cccc(C2/C(=C(/O)c3cnn(-c4ccccc4)c3C)C(=O)C(=O)N2CCN(C)C)c1 (centres undefined)
    1495 | 1802
- COC(=O)Cn1c(=NC(=O)c2ccc(S(=O)(=O)N3CCc4ccccc4C3)cc2)sc2cc(OC)ccc21
    1629 | 1937
- CCOC(=O)C1(CCCc2ccccc2)CCN(C(=O)[C@@H]2C[C@@H](C)NC(=S)N2)CC1
    1422 | 1786
- CN(C1CCCCC1)S(=O)(=O)Cc1ccccc1
    1304 | 1764
- COC(=O)c1nn(-c2ccccc2)c(=O)cc1O
    1616 | 1641
- COc1ccc(NC(=S)Nc2ccc3cn[nH]c3c2)cc1
    1772 | 1915
- S=C1NC[C@H](c2ccccc2)N1CC1CCCCC1
    1498 | 1720
- COc1cccc(/C=C/C(=O)OC(C)C(=O)Nc2c(C)n(C)n(-c3ccccc3)c2=O)c1 (centres undefined)
    1317 | 1498
- Cc1cccc(-c2nsc(SCC(=O)Nc3ccc4c(c3)OCO4)n2)c1
    1488 | 1731
- CCOC(=O)C(Cc1ccc(O)cc1)NC(=O)CNC(=O)C(CC(C)C)NC(=O)OC(C)(C)C (centres undefined)
    1628 | 1741
- CCCNC(=O)CNC(=S)N(Cc1cc(OC)c(OC)c(OC)c1)C1CCCC1
    1299 | 1718
- CC(C)CNC(=S)N1CCN(C(c2ccccc2)c2ccccc2)CC1
    1666 | 1702
- CC1CN(c2ccc(C(=O)c3ccccc3C(=O)O)cc2[N+](=O)[O-])CC(C)O1 (centres undefined)
    1572 | 1877
- O=c1c(C=NCCN2CCNCC2)c(-c2ccccc2)[nH]n1-c1ccc([N+](=O)[O-])cc1
    1695 | 2001
- COc1ccc(NC(=O)CC2C(=O)N(Cc3ccccc3)C(=S)N2CCN2CCOCC2)cc1 (centres undefined)
    1781 | 1896
- COc1ccc(CC2(CO)CCN(Cc3ccc4nsnc4c3)CC2)cc1
    1576 | 1894
- CC(=O)Nc1ccc2nc(-c3ccc(Br)o3)[nH]c2c1
    1720 | 1695
- COc1cccc(C2CCCN2Cc2nc(-c3sccc3C)oc2C)c1 (centres undefined)
    1681 | 1823
- CCOc1cccc(-c2cc(C(=O)N3N=C(C)CC3(O)C(F)F)c3ccccc3n2)c1 (centres undefined)
    1438 | 1993
- CC(C)(C)c1ccc(C(=O)Nc2ccc([N+](=O)[O-])cn2)cc1
    1503 | 1862
- Cc1cccc(N2CCN(C(=S)Nc3ccc4nc(N5CCOCC5)cc(C)c4c3)CC2C)c1 (centres undefined)
    1513 | 1629
- COc1ccc2nc(Nc3sc4c(c3C(N)=O)CCCC4)sc2c1
    1738 | 1890
- N#C/C(=C\c1ccc(OCc2ccc(C(=O)O)cc2)cc1)C(=O)N1CCOCC1
    1572 | 1751
- CCOC(=O)c1cn(C2CC2)c2c(F)c(F)c(F)cc2c1=O
    1500 | 1824
- Cc1cc(N2CCN(c3ccc([N+](=O)[O-])c4cccnc34)CC2)c2ccccc2n1
    1464 | 1942
- CCC1=NN(C(=O)CCc2ccc3c(c2)OCO3)C(O)(C(F)(F)F)C1 (centres undefined)
    1433 | 1775
- COc1ccc(N2C(=O)C(CC(N)=O)N(NC(=O)c3cccc(OC)c3)C2=S)cc1 (centres undefined)
    1691 | 1856
- CCOC(=O)C1(CCc2ccccc2)CCN(C(=O)c2cnc(C)cn2)CC1
    1687 | 1911

# Other records.
# Under each structure – SRC3 TRFRET art | SRC1 TRFRET art
- Cc1cc(=O)oc2cc(OC(=O)c3ccco3)ccc12
    1498 | 1930
- CCOC(=O)Nc1cccc2ccccc12
    1564 | 1404
- Cc1cc(C)cc(C(=O)NC2C(=O)N3C(C(=O)O)=C(CSc4nnc(C)s4)CSC23)c1 (centres undefined)
    1768 | 1917
- CC(C)(C)c1ccc(/C=C/C(=O)O)s1
    1722 | 1799
- O=C(CC12CC3CC(CC(C3)C1)C2)N/N=C/c1ccncc1
    1515 | 1911
- NNC(=O)C1CCCN1S(=O)(=O)c1ccc(Cl)cc1 (centres undefined)
    1424 | 1589
- O=C(CSc1ccc(-c2ccccn2)nn1)NC1CCCCC1
    1420 | 1768
- CCOC(=O)c1cnn(CC2CCCCC2)c1N
    1589 | 2060
- S=C(NCCN1CCOCC1)Nc1ccc(Cl)c(Cl)c1
    1775 | 1935
- CC(=O)Nc1sc2c(c1C#N)CCC(C)C2 (centres undefined)
    1364 | 1871
- CCOc1ccc(S(=O)(=O)c2c(C(=O)c3ccc(C)cc3)cnc3cc4c(cc23)OCCO4)cc1
    2812* | 2755*
- CN1CCN(C(=S)c2cn(Cc3ccccc3)c3ccccc23)CC1
    1658 | 1937
- Cc1c(NC(=O)c2ccco2)cccc1C(=O)NN1C(=O)c2ccccc2C1=O
    1427 | 1667
- O=C(NCCCn1ccnc1)c1cc([N+](=O)[O-])cc([N+](=O)[O-])c1
    1451 | 1767
- COC(=O)c1ccc(/C=N/OCC(=O)NCc2ccc(F)cc2)cc1
    1806 | 2051
- O=C1c2ccccc2NC(c2ccco2)N1NS(=O)(=O)c1ccccc1 (centres undefined)
    1485 | 1502
- N#CC(c1ccccn1)c1ncc(C(F)(F)F)cc1Cl (centres undefined)
    1599 | 1973
- CCOC(=O)N1CCC(n2c(=S)[nH]c3cc(OCC)c(OCC)cc3c2=O)CC1
    1448 | 1590
- CCc1c(C)nc(N)c(C#N)c1-c1ccccc1
    1583 | 1804
- CCOc1ccc(NC(=S)NC2CC3CCC(C2)N3Cc2ccco2)cc1 (centres undefined)
    1672 | 1812
- CC(SC#N)C(=O)C12CC3CC(CC(C3)C1)C2 (centres undefined)
    1549 | 1762
- COc1ccnc(CSC(N)=Nc2cccc(C(F)(F)F)c2)c1
    1401 | 1748
- CCOc1ccc(Cl)cc1CSc1ncn[nH]1
    1852 | 1794
- O=S(=O)(c1ccccc1)N1CCN(c2nc(-c3cccs3)nc3ccccc23)CC1
    1537 | 1800
- O=C(Cn1cc2c(n1)CCCC2)NCCCN1CCN(C2CCCCC2)CC1
    1889 | 1924
- CC(=O)Oc1cc2cccc(OC(C)=O)c(=O)c2c(OC(C)=O)c1OC(C)=O
    1773 | 1973
- CCCn1c(C)cc(/C=C(\C#N)C(=O)O)c1C
    1458 | 1793
- Cc1ccc(S(=O)(=O)CCNC(=O)Cc2ccc(Cl)cc2)cc1
    1499 | 1632
- Cc1ccc(-n2ncc3c(NCc4ccco4)ncnc32)cc1C
    1355 | 1679
- CCOc1ccc(C(=O)NC(=S)Nc2ccc(NC(=O)c3ccco3)cc2)cc1[N+](=O)[O-]
    1475 | 1744

# 3 compounds from above, arranged by number of heavy atoms, lowest first.
# Under each structure – SRC3 TRFRET art | SRC1 TRFRET art
- CCOC(=O)N/N=C\C=C\c1ccco1
    1603 | 1909
- CC(C)(C)c1ccc(C(=O)Nc2ccc([N+](=O)[O-])cn2)cc1
    1503 | 1862
- CCOC(=O)C(Cc1ccc(O)cc1)NC(=O)CNC(=O)C(CC(C)C)NC(=O)OC(C)(C)C (centres undefined)
    1628 | 1741

# (cont.)
# Under each structure – SRC3 TRFRET art | SRC1 TRFRET art
- Cc1ccc(C2CC(=O)c3cnn(-c4nc(C)cc(C)n4)c3C2)cc1 (centres undefined)
    1578 | 1479
- O=C1Nc2ccccc2C1(O)c1ccccc1 (centres undefined)
    1932 | 1717
- Cc1onc(-c2c(Cl)cccc2Cl)c1C(=O)N1CCN(c2ccccc2)CC1
    1729 | 1811
- Nc1ncnc2c1ncn2[C@H]1C[C@H](O)[C@@H](COP(=O)(O)O)O1
    1693 | 1742
- CCc1ccc(NC(=S)N(Cc2ccccc2)Cc2ccccn2)cc1
    1329 | 1892
- COc1ccc(C2CCCN2C(=S)Nc2ccccc2C)cc1OC (centres undefined)
    1615 | 1686
- CN(CCC#N)C(=O)COC(=O)c1ccc(CNS(=O)(=O)c2ccc(F)c(Cl)c2)cc1
    1691 | 1750
- Cn1c(OCc2cccnc2)nc2c1c(=O)n(Cc1ccc(Br)cc1)c(=O)n2C
    1531 | 1848
- N/C(=N\OC(=O)CCC1CCCC1)c1ccc([N+](=O)[O-])cc1
    1475 | 1612
- COc1ccccc1/C=C/C(=O)OCC(=O)Nc1c(F)cccc1F
    1488 | 1976
- O=C(CC1CCCCC1)Nc1ccc(-c2ccc3nncn3n2)cc1
    1515 | 1872
- O=C(N/N=C/c1cccs1)c1ccc2nc[nH]c2c1
    1575 | 1711
- CC(=O)Nc1ccc(/C(C)=N/Nc2nc(N3CCOCC3)nc(N3CCOCC3)n2)cc1
    1627 | 1518
- CS(=O)(=O)c1ccc(Cl)c(NC(=O)Cc2ccccc2F)c1
    1704 | 1917
- C#CCOCCOCCOCCNc1nc(N2CCN(C(=O)[C@H](CCC(=O)O)n3cc(C(N)Cc4ccc(O)cc4)nn3)CC2)nc(N2CCN(C(=O)[C@H](Cc3cc4ccccc4[nH]3)n3cc(C(N)[C@H](C)CC)nn3)CC2)n1 (some centres undefined)
    1676 | 1792
- O=C(Nc1cccc2cccnc12)C1CCCC1
    1477 | 1829
- O=C(C[n+]1cc(-c2ccc(F)cc2)n2c1CCC2)Nc1nc(-c2ccc(F)cc2)cs1
    1410 | 1657
- O=C(O)CCCC(=O)Nc1ccc(Cl)cc1
    1564 | 1718
- C/C(CC(=O)Nc1ccc(C)c(Cl)c1)=N\NC(=O)c1ccncc1
    1744 | 1980
- O=C(Nc1cccc(O)c1)c1ccccc1[N+](=O)[O-]
    1491 | 1845
- CCOC(=O)C1C(c2ccc(OC)cc2)N(C)OC1(O)C(F)(F)F (centres undefined)
    1742 | 1844
- CCCCCCN(C(=O)CCCCCN1C(=O)NC(c2ccc(-c3ccccc3)cc2)C(C(=O)OCc2ccccc2)=C1C)C(C(=O)NCCCC)c1ccc(OCC(=O)OC)cc1 (centres undefined)
    1238 | 1639
- CS(=O)(=O)c1cnc(-c2cccnc2)nc1N
    1949 | 1743
- CCc1ccccc1OCC(=O)N(CC)CC(=O)NCc1ccc(F)cc1
    1808 | 1936
- O=C1C=C(c2cccs2)C[C@H](c2ccccc2)[C@H]1n1nnc([N+](=O)[O-])n1
    1692 | 1814
- Cc1ccc(NC(=O)C(C)[n+]2ccccc2)cc1[N+](=O)[O-] (centres undefined)
    1559 | 1833
- COc1ccc(C2CCCN2C(=O)Nc2ccc(F)cc2)cc1OC (centres undefined)
    1542 | 1656
- O=C1OC(NCc2cccnc2)(c2ccc(Cl)cc2)c2ccccc21 (centres undefined)
    1312 | 1656

# Full records as entered above:
# COc1ccc2nc(Nc3sc4c(c3C(N)=O)CCCC4)sc2c1 in the list: SRC3 TRFRET art = 1738; SRC1 TRFRET art = 1890
# COc1ccc(C2CCCN2C(=O)Nc2ccc(F)cc2)cc1OC (centres undefined) in the list: SRC3 TRFRET art = 1542; SRC1 TRFRET art = 1656
# CCN(CC(=O)NCc1ccc(F)cc1)Cc1cc(=O)n2ccsc2n1 in the list: SRC3 TRFRET art = 1462; SRC1 TRFRET art = 1728
